Screening results (PubChem BioAssay)
NPYLR7 agonist – mosquito NPYLR7 agonism; 270,000 compounds, 0.15% hits; HEK293T NPYLR7/Galpha15, GCaMP6s calcium fluorescence; activation, % at 10 µM; in the data active means activation above about 40%;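 further: 0% = vehicle and 100% = reference agonist at the receptor; some compounds past the cut are filed as inactive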
hcGAS lum – human cGAS inhibition; recombinant h-cGAS, ATP depletion, Kinase-Glo luminescence; inhibition, % at 12.5 µM; 290,000 compounds, 0.081% hits;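 further: 0% = vehicle reaction and 100% = reaction without DNA for no activity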
Target sequence (Q8N884 whole entry, looked up): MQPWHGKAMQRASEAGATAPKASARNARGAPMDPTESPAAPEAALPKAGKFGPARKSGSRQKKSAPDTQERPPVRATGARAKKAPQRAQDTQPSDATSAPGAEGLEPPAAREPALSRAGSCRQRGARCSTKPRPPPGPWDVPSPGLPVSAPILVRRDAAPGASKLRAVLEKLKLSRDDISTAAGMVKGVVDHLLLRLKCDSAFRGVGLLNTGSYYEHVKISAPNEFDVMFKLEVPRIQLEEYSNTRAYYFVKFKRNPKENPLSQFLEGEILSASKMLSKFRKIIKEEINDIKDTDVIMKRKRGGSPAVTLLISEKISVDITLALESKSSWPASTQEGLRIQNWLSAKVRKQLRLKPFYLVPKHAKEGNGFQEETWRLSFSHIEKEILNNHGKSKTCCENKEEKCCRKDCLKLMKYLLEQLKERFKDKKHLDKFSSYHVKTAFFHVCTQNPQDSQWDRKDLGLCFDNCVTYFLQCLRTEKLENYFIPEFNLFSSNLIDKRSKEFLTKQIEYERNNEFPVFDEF
mcGAS lum – mouse cGAS inhibition by luminescence. AID 1259399. Q8C6L5. 160,000 compounds, 0.15% hits. inhibition, % at 12.5 µM. recombinant cGAS, Kinase-Glo ATP depletion luminescence;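 further: 0% = negative control wells and 100% = reference inhibitor with no enzyme activity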
Starred values were filed as active, the others as inactive; · = no result given; & = joins results of further samples. Unless noted, no stated cut-off is given here; in the data, active means inhibition above about 40%; inactive means the rest.

SMILES	NPYLR7 agonist	hcGAS lum	mcGAS lum
O=C1NCCN(S(=O)(=O)c2cc(F)cc(F)c2)C1c1ccccc1 (centres undefined)	5&-7	-4&-9	-16
C=CCn1c(C)c(C)n2c3c(=O)n(Cc4ccccc4Cl)c(=O)n(C)c3nc12	1	-5	-8
O=C(CNCc1ccccc1Cl)Nc1ccc(Br)cc1	12	-6	·
CCn1c(SCc2ccc(C(=O)Nc3ccc(C(C)C)cc3)cc2)nnc1-c1ccc([N+](=O)[O-])cc1	22	2	-6
OCC1(CCOc2ccccc2)CCN(c2ccc(Cl)cn2)CC1	1	-5	-16
Cc1cc(N2C(=O)C3CC=CCC3C2=O)ccc1N1C(=O)c2ccc(Cl)cc2C1=O (centres undefined)	-15	0	-6
COC(=O)c1sc2cc(NC(=S)Nc3ccn(C)n3)ccc2c1Cl	-12	1	-2
CCNC(=S)NCCc1cc2ccc(C)c(C)c2[nH]c1=O	6	-1	·
CCOC(=O)C1CCN(C(=O)C2COC3(CCN(C(=O)c4cccc(C)c4)CC3)N2C(=O)c2ccccc2)CC1 (centres undefined)	6	-3	-8
Cc1cc(C)c(CCNC(=O)C(C)(C)NS(C)(=O)=O)c(C)c1	0	-5	·
Cc1ccc(C(CNC(=O)C23CC4CC(CC(C4)C2)C3)N(C)C)o1 (centres undefined)	·	-10	-6
CCCCN(CC(=O)N(CCCC)Cc1cccn1Cc1ccc(Br)cc1)C(=O)/C=C/c1ccccc1	2	-2	-3
CCC(C)CN(CC(=O)N1CCc2sccc2C1COc1cccc(F)c1)C(=O)c1ccco1 (centres undefined)	0	-4	-4
CC1(C)CC2(CC(C)(c3csc(N)n3)OC2=O)C(=O)O1 (centres undefined)	1	4	·
O=C(NCc1ccoc1)c1ccc(-c2ccccc2F)s1	-4	4	·
C=CC[C@@H]1CC=C[C@@H](C)N1C(=O)C(=O)c1ccco1	26	-6	-17
O=C(NCCOc1ccccc1F)c1ccc2nc[nH]c2c1	4	-3	-5
COc1ccc(C(=O)N(CCN(C)C)Cc2c(-c3ccc(F)cc3)noc2N2CCOCC2)cc1	7	-3	-4
CCn1cc(-c2cnc3ccccc3c2)c(C)n1	-2	-4	·
CCOC(=O)CCC(=O)Nc1nnc(SCc2cccc([N+](=O)[O-])c2)s1	29	-7	-6
COCCc1noc(-c2ccc(=O)n(CC(=O)Nc3c(C)cc(C)cc3C)c2)n1	-5	-6	-6
C=CCn1c(=O)c2c(nc3n2CC(C)=NN3Cc2ccc(F)cc2)n(C)c1=O	-7	-6	·
CCCN(Cc1c(-c2ccc(F)cc2)noc1N(CC)CC)C(=S)NCC	·	-4	-8
CN1CCN(c2ncccc2CNC(=O)CNc2ccc(Cl)cc2)CC1	·	0	-2
COCCN(CC(=O)N(Cc1cccn1Cc1cccc(OC)c1)C(C)(C)C)C(=O)c1ccc(C)c([N+](=O)[O-])c1	-7	-3	-5
Cc1ccnc(Nc2ccc(NCCNC(=O)Nc3ccc4c(c3)OCCO4)nn2)c1	11	-9	·
CCOc1ccc(-c2ccc(C(=O)NCc3ccc(Cl)cc3)s2)cc1	4	-8	-8
Cc1cccc(Nc2cc3c(cn2)ncn3Cc2cccnc2)c1	-2	0	0
CCc1ccc[n+](C2=C(c3c(C)[nH]n(-c4ccc(Cl)c(Cl)c4)c3=O)C(=O)N(C(C)C)C2=O)c1	-5	3	-1
CCCCOc1ccc(OCCCN2CCOCC2)cc1	9&-14&-3	-4&3&-5	-5
O=C(c1cc(COc2cccc(C(F)(F)F)c2)on1)N1CCC(c2ccncc2)CC1	3	-3	-5
CCCCC(=O)Nc1c(-c2ccccc2)nc2cc(C)ccn12	-8	-8	-7
CS(=O)(=O)c1ccc(NC(=O)c2ncc(Cl)c(Cl)c2Cl)cc1	-5	-8	-15
CCOc1ccc(N2CCn3c(SCc4cccc(C)c4)nnc32)cc1	4	-4	-8
O=S1(=O)CCNCN1	-27	-7	·
COc1ccc(N2CCC(Nc3cnn(C)c(=O)c3Cl)CC2)cc1	1	3	·
Cc1c(N(C)S(=O)(=O)c2cccc(C(=O)Nc3cccnc3)c2)c(=O)n(-c2ccccc2)n1C	10	-7	·
CCc1cnc(C)nc1N1CCC(N2CCCC2=O)CC1	-5	-2	·
CCN(C(=O)CSc1nnc(NC2CC2)s1)C1CCS(=O)(=O)C1 (centres undefined)	7	-8	·
CC(=O)Nn1ccc2c(nnc3c(-c4ccc(Cl)cc4)cnn32)c1=O	1	-7	·
CCn1nnc2c(=O)n(CC(=O)c3ccc(OC)cc3)cnc21	2	-5	·
COCCN(Cc1nccs1)C(=O)c1oc2cc(C)ccc2c1C	19	-2	·
O=C1c2ccccc2CSc2sccc21	-5	-7	·
Cc1cc(NC(=O)CN2CCCCC2C)ccc1N1CCCC1 (centres undefined)	11	-4	-6
CCOc1ccccc1NC(=O)Cn1c(=O)n(CC2CCC(C(=O)NC)CC2)c(=O)c2sccc21 (centres undefined)	4	-6	-3
COc1ccc(C(=O)N2CCCC(n3cc(C(=O)NCCO)nn3)C2)o1 (centres undefined)	0	-6	·
O=C(c1ccco1)N1CCN(C(=O)[C@H]2c3ccccc3C(=O)N(CCc3c[nH]c4ccccc34)[C@H]2c2ccccc2)CC1	-7	-4	·
Cc1ncc(-c2c(-c3ccccc3)ncn2CC(O)Cc2ccccc2)[nH]1 (centres undefined)	8	1	-13
Cc1cccc(C)c1OC1CCN(c2cncc(C(N)=O)n2)CC1	2	-7	-7
CCOc1ccc(-n2ccn3c(CC(C)CC(=O)Nc4ccc(OC)cc4)nnc3c2=O)cc1 (centres undefined)	0	-2	-4
Cc1ccccc1-c1ccc(-n2cncc2C(=O)NCc2c(C)cc(Cl)cc2Cl)cc1	0	-6	-7
N#Cc1cccc(OC2CC3CCC(C2)N3C(=O)c2ccc(CSc3ccc(Cl)c(Cl)c3)cc2)c1 (centres undefined)	16	-1	-5
COCCNC(=O)c1c(N)n(/N=C\c2cccc(C)c2)c2nc3ccccc3nc12	12	-7	-7
CC(NC(=O)c1ccc(F)cc1F)(C(N)=O)c1ccccc1 (centres undefined)	5	-3	·
CNC(=S)NN=Cc1c(F)c(F)c(F)c(F)c1F	2	-9	-8
COCC(=O)Nc1ccc(-c2cc(OC)cc(OC)c2)cc1	7	-2	-17
COc1ccc(N2C(=O)CN(C(=O)CCc3ccccc3OC)CC2(C)C)cc1	1	-12	·
CC(C)(C)C(=O)NCCSc1ncc(-c2ccc(Cl)cc2)[nH]1	2	-4	-7
CC(C(=O)NC1CC1)S(=O)(=O)Cc1cccc(F)c1 (centres undefined)	-4	-12	·
CCCC(NC(=O)c1csc(C)n1)c1ccc(F)cc1F (centres undefined)	1	-1	·

Exported as comma-separated lines: entries from further up.
Compound,NPYLR7 agonist,hcGAS lum,mcGAS lum
CCn1nnc2c(=O)n(CC(=O)c3ccc(OC)cc3)cnc21,2,-5,·
COCCN(Cc1nccs1)C(=O)c1oc2cc(C)ccc2c1C,19,-2,·
O=C1c2ccccc2CSc2sccc21,-5,-7,·
Cc1cc(NC(=O)CN2CCCCC2C)ccc1N1CCCC1 (centres undefined),11,-4,-6
CCOc1ccccc1NC(=O)Cn1c(=O)n(CC2CCC(C(=O)NC)CC2)c(=O)c2sccc21 (centres undefined),4,-6,-3
COc1ccc(C(=O)N2CCCC(n3cc(C(=O)NCCO)nn3)C2)o1 (centres undefined),0,-6,·
O=C(c1ccco1)N1CCN(C(=O)[C@H]2c3ccccc3C(=O)N(CCc3c[nH]c4ccccc34)[C@H]2c2ccccc2)CC1,-7,-4,·
Cc1ncc(-c2c(-c3ccccc3)ncn2CC(O)Cc2ccccc2)[nH]1 (centres undefined),8,1,-13
Cc1cccc(C)c1OC1CCN(c2cncc(C(N)=O)n2)CC1,2,-7,-7
CCOc1ccc(-n2ccn3c(CC(C)CC(=O)Nc4ccc(OC)cc4)nnc3c2=O)cc1 (centres undefined),0,-2,-4
Cc1ccccc1-c1ccc(-n2cncc2C(=O)NCc2c(C)cc(Cl)cc2Cl)cc1,0,-6,-7
N#Cc1cccc(OC2CC3CCC(C2)N3C(=O)c2ccc(CSc3ccc(Cl)c(Cl)c3)cc2)c1 (centres undefined),16,-1,-5
COCCNC(=O)c1c(N)n(/N=C\c2cccc(C)c2)c2nc3ccccc3nc12,12,-7,-7
CC(NC(=O)c1ccc(F)cc1F)(C(N)=O)c1ccccc1 (centres undefined),5,-3,·
CNC(=S)NN=Cc1c(F)c(F)c(F)c(F)c1F,2,-9,-8
COCC(=O)Nc1ccc(-c2cc(OC)cc(OC)c2)cc1,7,-2,-17
COc1ccc(N2C(=O)CN(C(=O)CCc3ccccc3OC)CC2(C)C)cc1,1,-12,·
CC(C)(C)C(=O)NCCSc1ncc(-c2ccc(Cl)cc2)[nH]1,2,-4,-7
CC(C(=O)NC1CC1)S(=O)(=O)Cc1cccc(F)c1 (centres undefined),-4,-12,·
CCCC(NC(=O)c1csc(C)n1)c1ccc(F)cc1F (centres undefined),1,-1,·

Following part
SMILES	NPYLR7 agonist	hcGAS lum	mcGAS lum
Cc1cc(C)c(C)c(OCCCNC(=O)N2CCN(S(=O)(=O)c3ccccc3[N+](=O)[O-])CC2)c1	17	-7	-5
Cc1nc2c(c(=O)n1C)CCN(C(=O)NCc1ccco1)CC2	5	-1	-16
Cc1c[nH]c(CNC(=O)CCNC(=O)c2ccccc2F)c(C)c1=O	8	-4	·
CC(C)N(CC1CCCN(C(=O)C(C)(C)n2cc(Cl)cn2)C1)C(=O)OC(C)(C)C (centres undefined)	-3	-11	·
CC(=O)O[C@@H]1CC2C(C)(C)[C@H](O)C[C@H](O)[C@]2(C)C2CC[C@@]3(C)C(=CC(=O)O[C@H]3c3ccoc3)[C@@]21C (some centres undefined)	·	-3	-1
COc1ccc(NC(=O)Cc2csc(NC(=O)c3ccc[nH]c3=O)n2)cc1Cl	10	-7	-8
CCC(C)c1csc(NC(=O)N2CCN(c3cnccn3)CC2)n1 (centres undefined)	-2	-6	·
Cc1ccc(Cn2c(CCNC(=O)C(C)(C)C)nc3ccccc32)cc1	-11	-1	·
O=C(c1ccc(Cc2ccccc2)o1)N1CCC2(CC1)C(=O)NCN2c1ccccc1	3	-7	-4
CNC(=O)CN1CCC(NC(=O)c2ccc(-n3cncn3)cc2)CC1	-6	-11	·
COc1ccc(/C=N\n2c(-c3ccc(Cl)cc3)csc2=N)cc1	2	-5	·
COc1cc(/C=C2\SC(=S)N(C(C)C(=O)O)C2=O)ccc1O (centres undefined)	82*	-10	-1
CC1(C)CC2C1CCC1(C)OC2(C)CCC1O (centres undefined)	-4	-5	·
CC/C=C(/C)C(=O)N1CCCC(NS(C)(=O)=O)C1 (centres undefined)	-2	-9	·
OC1CSc2nc3ccccc3n2C1 (centres undefined)	18	-2	·
Cc1ccc(CN2CCN(N=Cc3ccc(Br)cc3)CC2)cc1	-6	-1	-7
CCOC(=O)c1cnc(-c2ccc(OC)c(OC)c2)nc1N(C)C	22	-9	-6
O=c1c2ccccc2c(C=NC2=NCCS2)c(O)n1-c1ccc(Cl)cn1	26	-5	-4
O=C1CCCN1CC1CCN(C(=O)c2ccc(-c3cncnc3)nc2)CC1	-3	2	3
Cc1nc2cc(C(=O)N3CC(c4cccnc4)C3)ccc2n1-c1ccccc1	4	-5	·

In a second layout: results already given.
The line under a structure holds: NPYLR7 agonist, hcGAS lum, mcGAS lum
CC(=O)O[C@@H]1CC2C(C)(C)[C@H](O)C[C@H](O)[C@]2(C)C2CC[C@@]3(C)C(=CC(=O)O[C@H]3c3ccoc3)[C@@]21C (some centres undefined)
    ·, -3, -1
COc1ccc(NC(=O)Cc2csc(NC(=O)c3ccc[nH]c3=O)n2)cc1Cl
    10, -7, -8

Additional entries follow:
SMILES	NPYLR7 agonist	hcGAS lum	mcGAS lum
Cc1ccc(C2=CSC3=NS(=O)(=O)CCN23)s1	0	-7	·
COCCCN(CC(=O)N(CCc1c[nH]c2ccccc12)Cc1ccc(Cl)cc1)C(=O)C1CC1	·	-2	-4
CCCN(CC#Cc1ccccc1)C(=O)c1ccc2c(c1)nnn2C	2	-4	·
C=CCCC(O)CN(Cc1c(C)nn(-c2ccc(F)cc2)c1Oc1ccc(F)cc1)C(C)C (centres undefined)	0	-6	-5
CN(C/C=C/c1ccccc1)C(=O)c1cc(Cn2ccc3ccccc32)[nH]n1	27	-2	-14
CC(C)(C)c1ccc(C(=O)NNC(=O)CCl)cc1	10	-1	0
CC(=O)Nc1ccc(-c2nc(-c3cc(C)ccc3C)cs2)cc1	1	-4	·
COC(=O)c1cc(C)nc(N2CC3ON=C(c4ccccc4)C3C2)n1 (centres undefined)	4	6	·
